High-throughput results from PubChem BioAssay.
F-actin modifier: modifiers of F-actin cytoskeleton organization, primary screen, imaging, HUVEC, phalloidin staining, high-content imaging; HUVEC TNFa F-actin phalloidin imaging; inhibition, % at 2 µM; 0.18% of 91,000 active;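 active = inhibition above the batch mean plus 3 SD and confirmed as a hit by visual image inspection, cut at about 30% in these data, passing the limit was not always enough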; also: strong numbers were not always called active
Pyk2 oligo antag: antagonists of Pyk2 self-association, primary screen, Q293 cells, FERM NanoBiT luminescence, HTS; stronger effect = lower value; 0.83% of 99,000 active; z-score (the deposit names both 25 µM and 10 µM); AID 1347419, 2020; Protein-tyrosine kinase 2-beta (Homo sapiens), Q14289;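 active = Z-score of -3 or lower, scaled per plate to the spread of control and sample wells; inactive = z-score above -3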;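 also: negative z-score means lost luminescence so less FERM oligomerization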
Target sequence (Q14289 whole entry, looked up): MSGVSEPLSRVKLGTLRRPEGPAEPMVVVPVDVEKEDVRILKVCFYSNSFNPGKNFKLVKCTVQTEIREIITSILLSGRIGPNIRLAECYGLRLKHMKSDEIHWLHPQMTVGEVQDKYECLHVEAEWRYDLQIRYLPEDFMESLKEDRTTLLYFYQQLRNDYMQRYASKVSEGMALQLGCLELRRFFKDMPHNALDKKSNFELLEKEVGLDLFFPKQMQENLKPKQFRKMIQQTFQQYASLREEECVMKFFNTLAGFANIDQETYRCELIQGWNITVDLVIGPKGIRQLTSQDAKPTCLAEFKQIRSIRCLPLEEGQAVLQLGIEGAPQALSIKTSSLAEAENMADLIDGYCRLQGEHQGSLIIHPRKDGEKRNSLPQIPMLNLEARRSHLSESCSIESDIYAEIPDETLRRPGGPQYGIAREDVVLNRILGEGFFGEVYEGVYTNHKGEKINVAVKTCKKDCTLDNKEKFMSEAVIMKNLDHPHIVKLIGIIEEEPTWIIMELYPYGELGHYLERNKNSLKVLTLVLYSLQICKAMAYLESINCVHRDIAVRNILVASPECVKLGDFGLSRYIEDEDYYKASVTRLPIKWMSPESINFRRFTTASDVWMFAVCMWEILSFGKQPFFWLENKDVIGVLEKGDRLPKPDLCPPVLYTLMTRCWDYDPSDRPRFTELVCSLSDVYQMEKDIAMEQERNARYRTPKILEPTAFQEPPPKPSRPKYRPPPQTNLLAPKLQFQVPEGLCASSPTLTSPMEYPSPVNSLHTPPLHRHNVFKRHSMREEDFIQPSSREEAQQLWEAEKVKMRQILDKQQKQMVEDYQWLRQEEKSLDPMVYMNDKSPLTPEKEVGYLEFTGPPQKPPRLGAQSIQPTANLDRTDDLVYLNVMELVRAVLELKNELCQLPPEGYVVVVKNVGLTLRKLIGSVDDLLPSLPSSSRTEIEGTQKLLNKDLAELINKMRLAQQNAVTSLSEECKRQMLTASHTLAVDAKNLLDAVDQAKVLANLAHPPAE
PTPN22 inh 2: PTPN22 phosphatase inhibitors, primary screen, biochemical, DiFMUP fluorescence, 2 µM; 0.21% of 96,000 active; AID 640, 2007; recombinant LYP catalytic domain; inhibition, % at 2 µM; Tyrosine-protein phosphatase non-receptor type 22 (Homo sapiens), Q9Y2R2;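 active = inhibition at 2 µM at or above a set limit, the screen mean plus 3 SD, cut at about 24% in these data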;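 also: 0% = DMSO with enzyme and 100% = enzyme fully blocked by orthovanadate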
PLK1 inh: human PLK1 kinase inhibitors, primary screen, biochemical, TR-FRET; AID 619, 2007; recombinant PLK1 kinase, TR-FRET peptide phosphorylation; 0.53% of 97,000 active; inhibition, % at 10 µM; Serine/threonine-protein kinase PLK1 (Homo sapiens), P53350;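 active = inhibition of 50% or more in the single-concentration screen; inactive = inhibition below 50%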;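 also: 0% = DMSO max control and 100% = H-89 dihydrochloride min control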
FAK inh: FAK kinase inhibitors, primary screen, biochemical; Focal adhesion kinase 1 (Homo sapiens), Q05397; biochemical FAK kinase activity assay; inhibition, %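 (tested at 7 µM)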; 0.84% of 97,000 active; AID 727, 2007; in the data active = inhibition above about 19%;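 also: 0% = DMSO and 100% = reference compound high control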
Rev-RRE block: HIV-1 Rev-RRE binding inhibitors, primary screen, biochemical, FRET, protein-RNA interaction | Rev peptide-RRE RNA binding | inhibition, % at 8 µM | 0.79% of 97,000 active | AID 704, 2007;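 active = inhibition above the screen-wide mean plus 3 SD, cut at about 35% in these data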;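 also: 0% = median DMSO wells and 100% = median Neomycin B control wells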
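Probe or stimulus: fluorescein-Rev peptide as binding partner; assay system: Cy5-tagged RRE RNA duplex with fluorescein-tagged Rev peptide; timing: 5 min compound–RNA preincubation, then 15 min with peptide, 25 °C; medium: HEPES pH 7.5 buffer with KCl, MgCl2, NaCl and EDTA; signal: fluorescein-to-Cy5 FRET, 480 nm excitation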
Plk1 PBD FP: Plk1 polo box domain binding inhibitors, primary screen, biochemical, fluorescence polarization; Serine/threonine-protein kinase PLK1 (Homo sapiens), P53350; Plk1 PBD phosphopeptide binding; inhibition, %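 (tested at about 20 µM)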; 0.13% of 97,000 active; in the data active = inhibition above about 34%, passing the limit was not always enough
EphB4 antag: EphB4-ephrin-B2 interaction antagonists, primary screen, biochemical, TNYL-RAW peptide probe, fluorescence polarization; Ephrin type-B receptor 4 (Homo sapiens), P54760; EphB4 LBD / TNYL-RAW-Alexa532 peptide; inhibition, % at 7 µM; 0.15% of 97,000 active;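 active = inhibition above the screen-wide mean inhibition plus 3 SD, cut at about 15% in these data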;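 also: 0% = DMSO wells and 100% = excess unlabeled TNYL-RAW peptide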
LYP act: LYP phosphatase activators, primary screen, biochemical, DiFMUP fluorescence, 2 µM. 0.11% of 96,000 active. activation, % at 2 µM. recombinant LYP; 0 = plate median, 100 = signal doubled. Tyrosine-protein phosphatase non-receptor type 22 (Homo sapiens), Q9Y2R2;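 active = activation at 2 µM above a set limit, the mean plus 5 SD, cut at about 37% in these data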
* hit, by the source's call; · = no result given. Hits appear at their usual frequency; about 3.5% have a hit in one of these screens.

smiles	F-actin modifier	Pyk2 oligo antag	PTPN22 inh 2	PLK1 inh	FAK inh	Rev-RRE block	Plk1 PBD FP	EphB4 antag	LYP act
N#Cc1c(-c2ccccc2)cc(C2CC2)nc1SCC(=O)c1cccs1	-6	-2.3	4	-12	0	3	-4	-9	-2
CCOC(=O)/C(C#N)=C1/C=Nc2ccccc2N1	1	-1.4	-2	-12	-2	22	-3	-12	-1
C=CCN(CC=C)C(=O)c1ccccc1NC(=O)c1ccccc1C	-4	-0.23	-4	-5	1	-2	12	-6	7
CCc1cccc(Oc2nn[nH]n2)c1	4	1.2	-15	-11	-9	2	-21	-12	17
CSC(=O)CC(=O)NC(=O)c1ccccc1	-1	0.27	-8	-9	0	6	14	-7	7
O=C(CC1Sc2ncnn2C1=O)Nc1ccccc1 (stereo not given)	-1	-1.4	4	-1	-4	17	12	2	-7
Cc1ccc(N(CC(=O)N2CCN(C3CCCCC3)CC2)S(=O)(=O)c2cccnc2)cc1	-29	-0.21	-2	-8	2	2	6	4	-1
OC(CNCCCN1CCCCC1)COc1ccccc1 (stereo not given)	68	1.2	7	-11	3	3	29	-4	-7
CCOC(=O)Cc1c(C)[nH]c(=S)[nH]c1=O	12	0.58	-14	2	-8	1	-17	-3	12
CCc1ccc(/C=N/NC(=S)NCCc2ccccc2)cc1	-3	0.8	4	-8	-2	2	-4	-5	-8
O=c1cc(N2CCOCC2)[nH]c(=O)n1-c1ccc(Br)cc1	10	·	-4	-4	-8	9	5	-1	1
Cc1cc(/C=C(\C#N)C(=O)Nc2ccc(F)cc2)c(C)n1-c1ccc(N2CCOCC2)c([N+](=O)[O-])c1	6	-1.2	-3	-16	1	4	10	5	0
CCOC(=O)Nc1ccc(C(=O)NCC2CCCO2)cc1 (stereo not given)	-6	0.05	0	0	-1	7	14	0	1
Cc1cccc(-n2c(SCc3cc(=O)n4ccsc4n3)nc3ccccc32)c1	-10	-1.7	16	-16	10	36	7	5	-12
COc1ccccc1-n1cnc2cc(NS(=O)(=O)c3ccccc3)ccc21	·	-2.9	13	-2	-12	8	6	5	-10
CCN(CC)CCOc1ccc(Br)cc1	5	-0.33	3	-6	2	8	25	6	-1
Cc1ccc(C2(C)NC(=O)N(Cc3c(C)noc3C)C2=O)cc1 (stereo not given)	-48	-0.26	-3	-8	-5	0	-10	-1	0
Cc1ccc(-c2nnc(SCC(=O)Nc3ccc4c(c3)oc3ccccc34)n2C)c(Cl)c1	7	-2.2	8	-10	0	5	6	-2	-5
Cc1cccc(C)c1OCC(O)CNC(C)C (stereo not given)	1	0.72	5	-10	1	13	6	8	-6
CCOCCn1c(COc2ccccc2)nc2ccccc21	-12	-1.1	3	-6	-1	7	-3	-2	-5
C=CCSC1=Nc2sccc2C2=NC(=O)CN12	-6	-0.5	7	-8	4	13	-13	-5	-4
O=C(NCCCN1CCN(c2ccc(F)cc2)CC1)c1cccc(N2CCCC2=O)c1	15	0.25	13	2	4	5	-21	-3	-12
CCCC(=O)Nn1cnc2c(c1=O)C1(CCCC1)Cc1ccccc1-2	2	-0.75	-20	-11	5	6	-30	-6	13
O=C(CCN1C(=O)c2ccccc2C1=O)N(CCO)Cc1ccccc1	-26	0.16	4	-10	5	9	-8	0	-2
O=C(NCCCn1ccnc1)c1cn(Cc2ccc(F)cc2)nn1	-6	-0.16	-15	-9	0	6	-9	-3	12
O=C(O)Cn1c(=O)cnc2ccccc21	-13	2.1	3	-2	-2	13	-24	2	-5
COc1ccc(S(=O)(=O)Nc2cc(C)cc(C)n2)c2ccccc12	-12	-0.23	-1	-7	1	4	-3	-2	-3
N#Cc1nc(COc2ccccc2Cl)oc1N1CCCCCC1	3	·	-4	-9	3	14	18	3	2
COc1ccc(NS(=O)(=O)c2ccc(NS(=O)(=O)c3ccc(SC)cc3)cc2)c(OC)c1	2	-0.87	0	1	1	3	2	-5	0
Cc1nnc(NC(=O)CSc2ncnc3c2cnn3-c2ccccc2C)s1	2	0.75	3	-11	30*	1	-13	-2	1
COc1ccc(C(=O)Cn2nnc(-c3ccccc3NC(=O)C3CCCCC3)n2)cc1	10	-1.5	13	6	-1	32	-8	2	-14
Cc1ccc(C)c(NC(=O)CSc2nc(C)cc(C)c2C#N)c1	5	-0.06	5	-11	-26	4	11	-5	-6
Cc1cccc2[nH]c3c(=O)n(CCN4CCNCC4)cnc3c12	10	-0.03	-8	-5	0	2	-17	1	6
CN(C)c1nn(C(=O)Nc2cccc(C(F)(F)F)c2)cc1-c1ccccc1	-6	-0.29	4	-2	-1	14	-23	-10	-2
COc1ccccc1S(=O)(=O)Cc1ccc(C(=O)N2CCCC2)o1	-14	·	-8	-5	-1	5	-7	-1	5
COc1cccc(CNC(=O)CN(c2cc(C)cc(C)c2)S(=O)(=O)c2c(C)noc2C)c1	0	·	4	-14	-6	2	-24	1	-7
Cc1c(N=CN2CCOCC2)c(=O)n(C)c(=O)n1C	-18	0.39	-12	-12	-5	3	7	-2	15
Cc1noc(C)c1C(=O)N1CCN(C(=O)c2sc3cc(Cl)ccc3c2Cl)CC1	2	0.71	10	-5	-1	9	-12	-2	-7
COc1cc(/C=N/NC(N)=O)cc(Br)c1OCc1ccccc1C	-30	0.49	17	-7	6	4	-28	11	-12
C=CCNS(=O)(=O)c1cccc2cc(C(=O)O)c(O)cc12	-1	0.53	3	-18	-3	9	-29	5	-6

Reprinted at random: 2 compounds from above, in no set order.
smiles	F-actin modifier	Pyk2 oligo antag	PTPN22 inh 2	PLK1 inh	FAK inh	Rev-RRE block	Plk1 PBD FP	EphB4 antag	LYP act
COc1cccc(CNC(=O)CN(c2cc(C)cc(C)c2)S(=O)(=O)c2c(C)noc2C)c1	0	·	4	-14	-6	2	-24	1	-7
O=C(NCCCN1CCN(c2ccc(F)cc2)CC1)c1cccc(N2CCCC2=O)c1	15	0.25	13	2	4	5	-21	-3	-12

More compounds follow.
smiles	F-actin modifier	Pyk2 oligo antag	PTPN22 inh 2	PLK1 inh	FAK inh	Rev-RRE block	Plk1 PBD FP	EphB4 antag	LYP act
CCn1ncc(/C=N\NC(=O)c2ccc3c(c2)c(C)c(C)n3Cc2ccccc2)c1C	0	-1.9	6	-6	3	-1	-9	-4	-7
COC(=O)Cn1ccc(N(C)C)c(C#N)c1=O	-28	1.1	-18	-10	-6	8	-8	1	16
CCOC(=O)c1ccc(NC(=O)CSc2nnc(CNC(=O)c3ccccc3F)o2)cc1	5	1.6	11	-13	-1	3	2	-2	-8
CCCCOc1ccc(N(CC(=O)NCC2CCCO2)C(=O)CCC(=O)Nc2cc(C)ccn2)cc1 (stereo not given)	-29	-0.76	1	-4	-2	-2	-6	2	-2
OC(COc1ccc(Cl)cc1)CN1CCCCC1 (stereo not given)	1	0.12	-6	-9	-3	5	-19	2	6
FC(F)(F)c1nc(-c2cccnc2)ncc1-c1nnnn1-c1ccccc1	9	-0.67	-4	-15	-1	-1	3	-7	10
N#Cc1nc(Cc2cccc3ccccc23)oc1N1CCN(c2ccccc2)CC1	9	1	-3	6	-2	5	-2	-5	4
O=C(NCCc1ccncc1)c1ccccc1F	5	-0.33	2	-9	-3	8	13	-2	-5
COc1ccc2nc(NC(=O)CCc3nc(-c4ccccc4F)no3)sc2c1	-2	0.99	2	-15	0	3	-40	4	-1
Cc1cccc(NC2=NC(=S)N(c3ccc(C(=O)O)cc3)C23CCCCC3)c1	27	1	9	-16	1	-1	-3	1	-5
Cc1ccc(NS(=O)(=O)c2cc(C(N)=O)ccc2C)cc1	·	-1.8	0	6	1	2	7	3	2
O=C(Cc1ccc(F)cc1)N(c1ccc(F)cc1)C1C=CS(=O)(=O)C1 (stereo not given)	-44	1.7	-7	-1	-4	2	-11	-5	3
COc1ccc(NC(=O)N2CCC(NC(=O)c3ccco3)CC2)cc1	-5	0.55	-4	-2	3	1	6	-8	5
CCOc1nc(NCc2ccco2)nc(Nc2ccc(OC)cc2)n1	22	-2.5	10	10	-2	6	2	-2	-10
CCCn1c(SCc2ccon2)nc2ccccc2c1=O	-2	0.99	10	-29	-1	9	5	1	-9
Cc1cccc(N(C(=O)Cc2cccs2)C(C(=O)NC2CCCC2)c2ccsc2)c1 (stereo not given)	-2	-0.84	3	-7	3	3	12	3	1
O=c1cc(CO)oc(CN2CCC(Cc3ccccc3)CC2)c1O	38	-0.79	1	0	-1	8	-17	-1	-2
O=C(CN1CCCCC1)N1CCN(C(=O)CN2CCCCC2)CC1	0	·	6	-16	3	6	-9	-1	-9
CCc1nc(N[C@H](C(=O)O)C(C)CC)c2oc3ccccc3c2n1 (stereo not given in full)	23	0.01	-9	-3	3	3	-10	2	12
Cc1cc(Br)ccc1NC(=O)CNC(=O)CSc1n[nH]c(N)n1	8	-0.3	-3	-9	-7	8	0	9	6
CC(C)OCCCNC(=O)c1c(N)n(/N=C/c2cccs2)c2nc3ccccc3nc12	1	-0.9	8	-18	11	-4	8	-2	-3
O=C(Nc1cccc(Cl)c1)Nc1nnc(-c2ccccc2)o1	11	-1	11	-7	2	7	2	-1	-14
COc1cc(-c2nnc(SCC(=O)c3ccc(C)cc3)o2)cc(OC)c1OC	4	-0.85	12	-7	0	4	-6	-3	-12
O=C(CSc1nc2ccccc2s1)CSc1nc2ccccc2s1	1	-0.55	7	-6	0	7	12	0	-6
Cn1c(NCC(O)c2ccccc2)nc2c1c(=O)n(Cc1ccc(Cl)c(Cl)c1)c(=O)n2C (stereo not given)	-17	-0.47	-6	-3	-2	-1	-1	0	6
O=C(c1ccccc1)N1CCN(Cc2ccccc2)CC1	6	-0.25	-7	-9	-1	0	14	-6	1
CCOC(=O)c1cc(-c2ccccc2)sc1NC(=O)c1ccc(OC)cc1	-2	·	3	-16	1	13	-6	-1	1
COc1cccc(C2C(C#N)=C(N)Oc3cc(C)[nH]c(=O)c32)c1OC (stereo not given)	-5	0.26	-4	-6	-1	4	24	-7	2
COc1ccc(OC)c(NC(=O)Cn2cccc2)c1	9	0.36	0	-9	3	4	19	-1	0
Cc1csc2c(=O)n3c(nc12)CCCCC3	6	-0.6	5	-17	-2	2	48	-1	-6
Cc1ccc(SCc2cn3cccnc3n2)cc1	-20	1.6	9	-5	-4	1	-7	2	-9
C=CCNC(=S)NNC(=O)COc1cccc(Cl)c1	14	0.22	-8	-3	-5	4	10	0	12
CCNC(=S)NNC(=O)C(c1ccccc1)c1ccccc1	6	-0.14	8	-9	4	1	16	5	-2
CC(C)(C)c1cc(C(=S)N2CCN(CCO)CC2)cc(C(C)(C)C)c1O	0	-0.15	-8	-11	-1	-4	9	-1	8
CCOc1ccc(N(CC(=O)N/N=C/c2cc([N+](=O)[O-])ccc2Cl)S(C)(=O)=O)cc1	13	-1.2	10	-6	0	12	-5	2	-10
